C diff HTS: inhibitors of Clostridium difficile growth. Clostridium difficile clinical isolate growth, OD600, 24 h; hits give low values. growth activity, negative = inhibition, % at 16 µg/mL (by protocol). 86,000 compounds, 0.25% hits;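 active means mean growth activity at or below -80% and every replicate also at or below -80%; inconclusive means mean at or below -80% but some replicate above -80%; inactive means mean growth activity above -80%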;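 further: 0% = DMSO wells and -100% = levofloxacin 16 µg/mL wells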
T cruzi growth: blocks T. cruzi growth in NIH3T3 culture | T. cruzi beta-gal in NIH3T3, GalScreen luminescence, 90 h | 77,000 compounds, 5.9% hits | AID 624255 | inhibition, % at 8.34 µM;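 active means mean inhibition above about 93%, with at least 55% of replicates each passing it, limit read from the data, passing the limit was not always enough; inconclusive means only one of those two conditions holds; inactive means neither condition holds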
Pf Dd2 inh: inhibitors of Plasmodium falciparum Dd2 growth. P. falciparum Dd2 growth, SYBR Green, 72 h; hits give low values. AID 1159554. 94,000 compounds, 2.3% hits. activity change, % at 10 µM; in the data active means activity change below about -80%; inconclusive means no clear call, values can overlap the other calls
KDM4C inh: inhibitors of human demethylase GASC-1 KDM4C | Q9H3R0 | GST-KDM4C 2-372, H3K9me3 peptide, LANCE TR-FRET | inhibition, % at 12.5 µM | 96,000 compounds, 0.15% hits | AID 720574;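 active means mean replicate inhibition above about 25%, with at least 55% of replicates also reaching it, limit read from the data, passing the limit was not always enough; inconclusive means only one of those two conditions met; inactive means neither condition met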
Target sequence (Q9H3R0 2-372 limits assumed): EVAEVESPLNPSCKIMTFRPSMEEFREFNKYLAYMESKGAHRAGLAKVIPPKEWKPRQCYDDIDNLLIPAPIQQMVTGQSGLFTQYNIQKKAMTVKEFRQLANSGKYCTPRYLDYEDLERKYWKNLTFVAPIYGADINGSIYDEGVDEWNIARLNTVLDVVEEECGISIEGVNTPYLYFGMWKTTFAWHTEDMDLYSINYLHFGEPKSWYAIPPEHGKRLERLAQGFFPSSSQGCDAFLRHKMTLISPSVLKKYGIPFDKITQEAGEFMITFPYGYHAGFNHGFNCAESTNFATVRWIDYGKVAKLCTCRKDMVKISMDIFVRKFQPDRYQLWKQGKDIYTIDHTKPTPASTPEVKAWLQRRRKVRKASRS
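Test system – GST-tagged GASC-1 (JMJD2C) catalytic fragment, aa 2-372 · Medium – HEPES buffer, pH 7.5, plus ascorbate · Reagent – H3K9me3 peptide with Fe(II)/2OG · Compound – one test concentration per compound · Timing – 30 min reaction, 60 min detection, RT · Technique – TR-FRET with Eu antibody and ULight streptavidin, EDTA stop · Read-out basis – inhibition from TR-FRET ratio decrease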
Active calls of the source: *; u = inconclusive; x = not tested or not shown; & = joins results of further samples.

Results follow in this order: C diff HTS	T cruzi growth	Pf Dd2 inh	KDM4C inh
Cc1cc(C(=O)Nc2cccc3c2O[C@H](CN(C)Cc2ccc(C(=O)Nc4ccccc4N)cc2)[C@@H](C)CN([C@H](C)CO)C3=O)n(C)n1
  3	98	-88*	17
C[C@H](CO)N1C[C@H](C)[C@@H](CN(C)Cc2ccc(C(F)(F)F)cc2)Oc2ccc(NS(C)(=O)=O)cc2CC1=O
  13	118*	1	-0.5
C[C@H]1CN([C@@H](C)CO)S(=O)(=O)c2ccc(/C=C/c3ccccc3)cc2O[C@H]1CN(C)C
  5	-15	-64	-1.3
C[C@H]1CCCCO[C@@H](CN(C)S(=O)(=O)c2cccs2)[C@@H](C)CN([C@@H](C)CO)C(=O)c2cc(N(C)C)ccc2O1
  -7	43	-49	-0.6
O=C(C[C@H]1CC[C@H](NC(=O)Cc2ccccn2)[C@H](CO)O1)NCCc1ccccc1
  1	x	x	0.0
COc1ccc2c3c([nH]c2c1)[C@@H](CO)N(Cc1nccs1)CC31CN(C(=O)C2CCCC2)C1
  1	x	3	-0.8
O=C(C[C@H]1C=C[C@H](NC(=O)CN2CCOCC2)[C@@H](CO)O1)NC1CCCCC1
  -2	-59	44	-0.1
Cc1noc(C)c1S(=O)(=O)Nc1ccc2c(c1)CC(=O)N([C@H](C)CO)C[C@H](C)[C@H](CN(C)C(=O)NC1CCCCC1)O2
  -4	4	-7	-0.4
COc1ccc(S(=O)(=O)Nc2ccc3c(c2)CC(=O)N([C@H](C)CO)C[C@H](C)[C@@H](CN(C)S(=O)(=O)c2ccccc2)O3)cc1
  17	-4	-47	-0.2
C[C@@H]1CN([C@H](C)CO)C(=O)c2cc(N(C)C)ccc2O[C@@H]1CN(C)S(=O)(=O)c1ccccc1
  -13	-42	1	4.1
C[C@@H]1CN([C@@H](C)CO)C(=O)c2cc(-c3ccc(F)cc3)cnc2O[C@@H]1CN(C)Cc1ccccn1
  5	15	x	4.3
O=C(C[C@H]1CC[C@@H]2[C@H](COC[C@H](O)CN2Cc2ccc(F)cc2)O1)NCc1ccncn1
  -1&-4	-19	20	0.3
O=C(c1cccnc1)N1C[C@@H]2N[C@H](C1)C2c1ccc(-c2cccnc2)cc1 (stereo partly specified)
  -12	x	29	-0.8
C[C@@H]1CCCCO[C@@H](CN(C)C(=O)NC2CCCCC2)[C@@H](C)CN([C@H](C)CO)C(=O)c2cc(NC(=O)Nc3ccc4c(c3)OCO4)ccc2O1
  2	-2	10	-0.3
C[C@H](CO)N1C[C@H](C)[C@H](CN(C)S(C)(=O)=O)Oc2c(NC(=O)Nc3ccc(C(F)(F)F)cc3)cccc2C1=O
  -6	x	14	-1.6
C[C@H]1CN([C@@H](C)CO)C(=O)Cc2cc(NC(=O)Nc3ccc4c(c3)OCO4)ccc2O[C@@H]1CN(C)C(=O)Nc1ccc(F)cc1
  -12	1	9	-0.1
Cc1cccc(S(=O)(=O)N2CC[C@@H]3[C@@H](CO)N(C)c4ccc(-c5ccc(C#N)cc5)cc4[C@@H]32)c1
  1	-31	-8	-20
C[C@H](CO)N1C[C@H](C)[C@@H](CN(C)C(=O)Nc2ccc(C(F)(F)F)cc2)Oc2c(cccc2N(C)C)C1=O
  4	38	-7	-1.3
CC(C)NC(=O)Nc1ccc2c(c1)C(=O)N([C@H](C)CO)C[C@@H](C)[C@@H](CN(C)S(=O)(=O)c1cn(C)cn1)O2
  -5	29	30	0.1
CN1C(=O)c2cc(NC(=O)C3CC3)ccc2OC[C@@H]2O[C@H](CC(=O)NCC3CCCCC3)CC[C@@H]21
  -3	-7	-4	-2.2
O=C(c1cccnc1)N1C[C@@H]2[C@H](c3ccccc31)[C@@H](CO)N2C(=O)Nc1ccccc1
  2	-12	-2	-0.1
C/C=C/c1ccc2c(c1)O[C@@H](CN(C)Cc1ccccn1)[C@H](C)CN([C@H](C)CO)S2(=O)=O
  -4	x	11	0.0
C[C@H](CO)N1C[C@H](C)[C@@H](CN(C)S(=O)(=O)c2ccc(Cl)cc2)Oc2c(NC(=O)Nc3ccc(C(F)(F)F)cc3)cccc2C1=O
  x	u	-70	x
C[C@H](CO)N1C[C@H](C)[C@H](CN(C)S(=O)(=O)c2ccccc2F)Oc2ncc(C#Cc3ccccc3F)cc2C1=O
  -2&-1	u	-34&-58	-2.7
CCCN(C)C[C@H]1Oc2ncc(-c3ccccc3)cc2C(=O)N([C@H](C)CO)C[C@@H]1C
  2	x	-23	x
COc1ccc(C#Cc2ccc3c(c2)[C@@H]2[C@@H](CCN2S(=O)(=O)C2=NC(C)C=N2)[C@H](CO)N3C)cc1 (stereo partly specified)
  12	87	1	1.6
C[C@@H]1CN([C@@H](C)CO)C(=O)c2cc(C#Cc3ccccc3F)cnc2O[C@@H]1CN(C)C(=O)C1CC1
  x	98	-7	-1.5
Cc1noc(C)c1S(=O)(=O)Nc1ccc2c(c1)C(=O)N([C@@H](C)CO)C[C@@H](C)[C@H](CN(C)S(=O)(=O)c1c(C)noc1C)OCCCC[C@@H](C)O2
  2	12	-25	0.9
COc1ccc(CN(C)C[C@H]2Oc3c(NC(=O)Nc4c(C)noc4C)cccc3C(=O)N([C@H](C)CO)C[C@@H]2C)cc1
  -7	28	1	1.0
C[C@@H]1CN([C@H](C)CO)C(=O)c2cc(C3=CCCCC3)cnc2O[C@@H]1CN(C)C(=O)c1ccccn1
  6	-35	32	0.6

The list goes on; the last 3 above are carried over.
Results follow in this order: C diff HTS	T cruzi growth	Pf Dd2 inh	KDM4C inh
Cc1noc(C)c1S(=O)(=O)Nc1ccc2c(c1)C(=O)N([C@@H](C)CO)C[C@@H](C)[C@H](CN(C)S(=O)(=O)c1c(C)noc1C)OCCCC[C@@H](C)O2
  2	12	-25	0.9
COc1ccc(CN(C)C[C@H]2Oc3c(NC(=O)Nc4c(C)noc4C)cccc3C(=O)N([C@H](C)CO)C[C@@H]2C)cc1
  -7	28	1	1.0
C[C@@H]1CN([C@H](C)CO)C(=O)c2cc(C3=CCCCC3)cnc2O[C@@H]1CN(C)C(=O)c1ccccn1
  6	-35	32	0.6
COC(=O)C[C@H]1CC[C@H]2[C@H](COc3ccc(NC(=O)Nc4cccc(C#N)c4)cc3C(=O)N2C)O1
  1	21	11	-11
CN(C)C(=O)C[C@H]1C[C@@H]2c3cc(NC(=O)c4ccc5c(c4)OCO5)ccc3O[C@@H]2[C@@H](CO)O1
  0	-49	-1	4.1
C[C@H](CO)N1C[C@H](C)[C@H](CN(C)Cc2ccc(F)cc2)Oc2ncc(Br)cc2C1=O
  1	26	4	2.2
CCCNC(=O)Nc1ccc2c(c1)OC[C@@H](C)N(Cc1ccccc1)C[C@@H](C)[C@@H](OC)CN(C)C2=O
  0	7	-47	-0.1
O=C(C[C@@H]1C=C[C@@H](NC(=O)c2cccc(F)c2)[C@H](CO)O1)NCCN1CCCC1
  -2	x	-7	0.4
C[C@@H]1CN([C@H](C)CO)C(=O)c2cc(C3=CCCCC3)cnc2O[C@@H]1CN(C)C(=O)c1ccc(F)cc1
  12	5	-44	-0.6
O=S(=O)(c1ccccc1)N1C[C@H]2[C@@H](c3ccccc31)[C@H](CO)N2Cc1ccccc1
  55	80	-8	-2.0
C[C@@H]1CCCCO[C@@H](CN(C)Cc2ccc(Cl)c(Cl)c2)[C@@H](C)CN([C@H](C)CO)C(=O)c2cc(NC(=O)Nc3ccc(F)cc3)ccc2O1
  x	109*	13	1.6
CO[C@@H]1CN(C)C(=O)c2ccc(NC(=O)Cc3ccccc3)cc2OC[C@H](C)N(CC2CC2)C[C@H]1C
  x	-8	-25	0.7
CCCC(=O)Nc1ccc2c(c1)C(=O)N(C)C[C@@H](OC)[C@H](C)CN(C(=O)CC1CC1)[C@H](C)CO2
  -3	-10	28	0.7
COc1ccc(C#Cc2cnc3c(c2)C(=O)N([C@H](C)CO)C[C@@H](C)[C@H](CN(C)CC2CCOCC2)O3)cc1
  0	-46	-14	-1.1
O=C(Nc1ccc(F)cc1)N1C[C@H]2[C@@H](c3ccccc31)[C@@H](CO)N2C(=O)c1ccccc1F
  3	-65	-7	-2.0
CO[C@H]1CN(C)C(=O)c2ccc(NS(=O)(=O)c3ccc(Cl)cc3)cc2OC[C@H](C)NC[C@@H]1C
  1	x	24	0.7
Cn1cnc(S(=O)(=O)N[C@H]2CC[C@H](CC(=O)Nc3ccccc3)O[C@@H]2CO)c1
  0	x	x	1.6
COc1ccccc1NC(=O)N1C[C@H](O)COC[C@H]2O[C@H](CC(=O)NCCc3ccncc3)CC[C@@H]21
  -6&-7	u	x	-0.9
CC(C)c1cn(CC[C@H]2CC[C@H](NC(=O)c3cccc(F)c3)[C@H](CO)O2)nn1
  x	-27	1	1.4
C[C@@H]1CCCCO[C@H](CN(C)C(=O)c2ccccc2)[C@@H](C)CN([C@H](C)CO)C(=O)c2cc(NS(=O)(=O)c3cn(C)cn3)ccc2O1
  x	43	23	1.1
COc1ccc(NC(=O)N2CCC3(CC2)CN(C(=O)C2CCC2)[C@H](CO)c2c3c3ccc(OC)cc3n2C)cc1
  -9	x	-90*	0.1
CC(C)NC(=O)NC[C@@H]1[C@H](c2ccccc2)[C@H](CO)N1C(=O)c1ccccc1
  -7	16	1	-0.7
CCC(=O)N(C)C[C@H]1Oc2ncc(/C=C/c3ccccc3)cc2C(=O)N([C@H](C)CO)C[C@H]1C
  -3	-7	-21	-1.5
CN1C(=O)c2cc(NC(=O)C3CCCC3)ccc2OC[C@H]2O[C@@H](CC(=O)NCCc3ccncc3)CC[C@H]21
  -1	x	23	-1.7
CN(C)CC(=O)N[C@@H]1CC[C@@H](CCn2cc(CN(C)C)nn2)O[C@H]1CO
  -11	22	1	-1.4
O=C(C[C@@H]1C=C[C@H](NC(=O)C2CC2)[C@H](CO)O1)Nc1nccs1
  x	65	-12	-2.4
C[C@H]1CN([C@@H](C)CO)C(=O)c2cc(NC(=O)Cc3ccccc3)ccc2O[C@H]1CN(C)Cc1ccc2c(c1)OCO2
  -13	-74	5	-0.1
COc1ccc(S(=O)(=O)Nc2ccc3c(c2)C(=O)N([C@H](C)CO)C[C@@H](C)[C@@H](CN(C)C(=O)NC2CCCCC2)OCCCC[C@H](C)O3)cc1
  13	10	-54	0.8
C[C@@H]1CCCCO[C@H](CN(C)Cc2ccncc2)[C@H](C)CN([C@H](C)CO)C(=O)c2cc(NC(=O)CCCN(C)C)ccc2O1
  -1	-23	x	7.7
COc1cccc(S(=O)(=O)N2C[C@H](O)COC[C@@H]3O[C@@H](CC(=O)N4CCN(c5ccccc5)CC4)CC[C@H]32)c1
  2&-7	31	x	-1.0
C[C@@H]1CN([C@@H](C)CO)C(=O)Cc2cc(NS(=O)(=O)c3ccc(F)cc3)ccc2O[C@H]1CN(C)Cc1ccncc1
  1	-22	-50	1.7
COc1ccc(-c2cnc3c(c2)C(=O)N([C@H](C)CO)C[C@@H](C)[C@@H](CN(C)C(=O)Cc2ccncc2)O3)cc1
  -1	35	-74	-0.5
C[C@H](CO)N1C[C@H](C)[C@H](CN(C)S(=O)(=O)c2ccc(Cl)cc2)Oc2ccc(NS(=O)(=O)c3ccc(Cl)cc3)cc2C1=O
  18	83	-48	-0.7

Results follow in this order: C diff HTS	T cruzi growth	Pf Dd2 inh	KDM4C inh
C[C@@H]1CN([C@@H](C)CO)C(=O)c2cc(NC(=O)Cc3ccccc3)ccc2O[C@@H](C)CCCCO[C@H]1CN(C)C
  -1	-16	x	-0.5
COc1ccc(C(=O)Nc2ccc3c(c2)OC[C@H](C)N(C(C)=O)C[C@@H](C)[C@@H](OC)CN(C)C3=O)cc1
  -2	16	-13	-0.2
Cc1noc(C)c1NC(=O)N(C)C[C@H]1OCCCC[C@H](C)Oc2ccc(NC(=O)NC3CCCCC3)cc2C(=O)N([C@@H](C)CO)C[C@@H]1C
  8	35	-31	-1.0
COc1ccc(CN(C)C[C@@H]2Oc3ccc(NS(=O)(=O)c4cn(C)cn4)cc3CC(=O)N([C@H](C)CO)C[C@@H]2C)cc1
  -1	10	-2	-1.0
O=C(N[C@@H]1CC[C@@H](CCNC(=O)C2CCC2)O[C@@H]1CO)c1ccccn1
  -1	x	-16	0.0
COc1cccc(-c2cnc3c(c2)C(=O)N([C@H](C)CO)C[C@H](C)[C@H](CN(C)S(=O)(=O)c2cn(C)cn2)O3)c1
  -1	x	26	-0.4
COc1ccccc1-c1ccc([C@@H]2[C@@H](CO)N3CCCCN(Cc4ccncc4)C[C@@H]23)cc1
  47	32	23	3.5
COCC(=O)Nc1ccc2c(c1)C(=O)N(C)[C@H]1CC[C@H](CC(=O)NCCCN(C)C)O[C@H]1CO2
  -5	-16	-68	2.3

Screens: PubChem, Broad Institute

Compounds were not picked by outcome; 7% or so of the library scored in one or more.
